ERK EGF inh – EGF-driven ERK pathway inhibition; HEK293-V1b, EGF-stimulated phospho-ERK AlphaScreen; Potency, µM (top dose mostly 11.5 µM), for the others: top-dose activity change, negative = inhibition, hits mostly inhibitors; 130,000 compounds, 0.41% hits; AID 1454; active means well fitted inhibition curve with a large enough effect; inconclusive means small, poorly fitted or top-dose-only effect, or effect the other way;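 further: plate controls were stimulated vehicle wells for no effect and unstimulated vehicle basal for full effect; nearly all actives have a fitted effect of over 55% in size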
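Concentration-response of compounds against EGF-driven ERK phosphorylation in V1b-expressing HEK293 cells; 30 min preincubation, 5 min EGF, AlphaScreen detection; Normalized to DMSO basal and 25 nM EGF.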
An asterisk follows results filed as active; ? = inconclusive; & = joins results of further samples; [ ] = dose if it differs, or a comment. Potency means the concentration at half of the fitted maximal effect. Only part of the results is shown; rates above refer to the full screens.

SMILES | ERK EGF inh
C#C[C@]1(O)CCC2C3CCC4=C(CCC(=O)C4)C3CC[C@@]21C (stereo partly specified) | 1%
C(=N\NCc1ccccc1)/c1ccc2ncccc2c1 | -2%[57.5 µM]
O=C(O)C1CCN(Cc2ccccn2)CC1 | 0%
C1CCCCCC(NCCN2CCNCC2)CCCCC1 | -3%[57.5 µM]
CC1CCN(C2=C(NS(=O)(=O)c3ccc(Cl)cc3)C(=O)c3ccccc3C2=O)CC1 | 16µM*
CCCCN(C)S(=O)(=O)c1ccc(C(=O)N(CCN(C)C)c2nc3ccc(C)cc3s2)cc1 | -24%
CC(Nc1cc(N2CCNCC2)ccc1[N+](=O)[O-])c1ccccc1 (stereo unspecified) | 0%
O=C(NCc1ccco1)C12CC3CC(CC(C3)C1)C2 | -2%
COC(=O)c1ccc(COc2ccccc2/C=C(\C#N)C(=O)Nc2ccc(C)cc2C)cc1 | 28%
CCOC(=O)CC(NS(=O)(=O)c1ccc(NC(C)=O)cc1)c1ccc(OCC)cc1 (stereo unspecified) | -2%
O=C(COC(=O)c1cncc(Br)c1)Nc1nc(-c2ccc(F)cc2)cs1 | -5%[57.5 µM]
CN(C)S(=O)(=O)c1cccc(NC(=S)Nc2ccc3cn[nH]c3c2)c1 | -2%
Cc1ccc(S(=O)(=O)NCCN2CCNC2=O)cc1 | -9%[57.5 µM]
COc1ccc(CC(=O)Nc2ccccc2N2CCOCC2)cc1OC | 5%
COC(=O)c1sc(C(F)(F)F)c(-c2ccccc2)c1S(=O)(=O)N1CCCC1 | -9%[57.5 µM]
Cc1ccc(NC(=O)CN2C(=O)S/C(=C\C(=O)Nc3ccc(Cl)cc3)C2=O)cc1 | 2%
Cc1c(-c2ccc(Br)cc2)[n+](=O)c2c(n1[O-])CCCCC2 | 4%[57.5 µM]
NC(=O)Cc1ccc(C(=O)c2ccc(F)cc2)s1 | -3%
CN(Cc1ccc(OCC(O)CN(C)Cc2ccccc2)cc1)Cc1nccn1C (stereo unspecified) | -12%[57.5 µM]
CCCCNC(=O)/C(C#N)=C/c1ccc(C(=O)OC)cc1 | -9%
COc1cccc(NC(=O)CSc2c3c(nc4ccccc24)CCCC3)c1 | -6%
O=C(CCC(=O)Nc1ccccc1)N/N=C/c1ccco1 | 5%[57.5 µM]
Cc1cc(C)n2nc(C(=O)NCc3ccco3)cc2n1 | -6%
Cc1ccccc1CNS(=O)(=O)c1ccc2c(c1)OCCO2 | -3%
Cc1ccc(NC(=O)Cc2noc3ccccc23)cc1 | 10%
CCOc1ccc(/C=C/C(O)=C2/C(=O)N(C)C3(C)CC2c2ccccc2O3)cc1OC (stereo unspecified) | ?
CC(=O)Oc1ccc(C(=O)Nc2cccc(C(=O)c3cccc(NC(=O)c4ccc(OC(C)=O)cc4)c3)c2)cc1 | 0%
CCC1=NN(C(=O)c2ccc(C)cc2)C(O)(c2ccc(Br)cc2)C1 (stereo unspecified) | -6%
CC1(C)Cc2cccc(C(=O)Nc3ccc(Cl)cc3)c2O1 | 1%[57.5 µM]
Cc1ccc(Cl)cc1NC(=S)N(Cc1ccccc1)Cc1cccnc1 | ?
O=C(Nc1cccc(-c2cn3ccccc3n2)c1)c1cccs1 | 4%
N#CC(C#N)=C/C=C(\Nc1ccc(Cl)cc1)c1ccc(Cl)cc1 | -6%[57.5 µM]
O=C(NCc1nnc(SCC(=O)N2CCC(Cc3ccccc3)CC2)o1)c1ccccc1F | -3%
O=S(=O)(/N=C(/NNS(=O)(=O)c1ccccc1)c1ccccc1)c1ccccc1 | 1%
Cc1ccc(OCCN(C)C)c([N+](=O)[O-])c1 | 3%
O=C(CC1C(=O)NCCN1Cc1ccc(-c2ccccc2)cc1)NCc1ccncc1 (stereo unspecified) | -5%
CC1(C)CC(=O)C/C(=N\NC(=O)C2C3CCCCC32)C1 (stereo unspecified) | 1%
COc1ccc(C2CC(c3cccs3)=NN2C(=O)CSc2nc3c(cnn3-c3ccccc3)c(=O)[nH]2)cc1 (stereo unspecified) | 2%
O=C(Cn1cnc2ccccc21)c1ccc(Br)cc1 | 10%
CCOC(=O)c1cc(C#N)c(=S)[nH]c1C | -2%
N#CCCn1cc(/C=N/NC(N)=S)c(-c2ccc(Br)cc2)n1 | -7%
COCc1nnc(NC(=O)c2ccc(Cl)cc2[N+](=O)[O-])s1 | 11%
CCCn1c(SCC(=O)c2ccc(OC)c(OC)c2)nc2c1c(=O)n(C)c(=O)n2C | -2%
COc1ccccc1OCCn1cc(/C=C(\C#N)C(=O)NCc2cccs2)c2ccccc21 | -3%
Cc1nn(-c2ccccc2)c(C)c1/C=C/C(=O)OC(C)C(=O)Nc1ncc(Cl)cc1Cl (stereo unspecified) | -5%
CCOCCCNC(=S)N1CCC(NC(=O)C23CC4CC(CC(C4)C2)C3)CC1 | 3%
c1ccc2nc(N3CCN(Cc4ccc5c(c4)OCO5)CC3)cnc2c1 | -16%
CCC(=O)N=c1ccn(C2=Nc3ccccc3NC2=C(C#N)C#N)cc1 | 3%[57.5 µM]
OC(CNCCCCNCC(O)C(F)(F)F)C(F)(F)F (stereo unspecified) | -1%
O=C(CCC(=O)OCc1ccc([N+](=O)[O-])cc1)Nc1ccc(F)cc1 | -8%

Another view of 18 compounds above:
molecule	ERK EGF inh
Cc1ccc(Cl)cc1NC(=S)N(Cc1ccccc1)Cc1cccnc1	?
O=C(Nc1cccc(-c2cn3ccccc3n2)c1)c1cccs1	4%
N#CC(C#N)=C/C=C(\Nc1ccc(Cl)cc1)c1ccc(Cl)cc1	-6%[57.5 µM]
O=C(NCc1nnc(SCC(=O)N2CCC(Cc3ccccc3)CC2)o1)c1ccccc1F	-3%
O=S(=O)(/N=C(/NNS(=O)(=O)c1ccccc1)c1ccccc1)c1ccccc1	1%
Cc1ccc(OCCN(C)C)c([N+](=O)[O-])c1	3%
O=C(CC1C(=O)NCCN1Cc1ccc(-c2ccccc2)cc1)NCc1ccncc1 (stereo unspecified)	-5%
CC1(C)CC(=O)C/C(=N\NC(=O)C2C3CCCCC32)C1 (stereo unspecified)	1%
COc1ccc(C2CC(c3cccs3)=NN2C(=O)CSc2nc3c(cnn3-c3ccccc3)c(=O)[nH]2)cc1 (stereo unspecified)	2%
O=C(Cn1cnc2ccccc21)c1ccc(Br)cc1	10%
CCOC(=O)c1cc(C#N)c(=S)[nH]c1C	-2%
N#CCCn1cc(/C=N/NC(N)=S)c(-c2ccc(Br)cc2)n1	-7%
COCc1nnc(NC(=O)c2ccc(Cl)cc2[N+](=O)[O-])s1	11%
CCCn1c(SCC(=O)c2ccc(OC)c(OC)c2)nc2c1c(=O)n(C)c(=O)n2C	-2%
COc1ccccc1OCCn1cc(/C=C(\C#N)C(=O)NCc2cccs2)c2ccccc21	-3%
Cc1nn(-c2ccccc2)c(C)c1/C=C/C(=O)OC(C)C(=O)Nc1ncc(Cl)cc1Cl (stereo unspecified)	-5%
CCOCCCNC(=S)N1CCC(NC(=O)C23CC4CC(CC(C4)C2)C3)CC1	3%
c1ccc2nc(N3CCN(Cc4ccc5c(c4)OCO5)CC3)cnc2c1	-16%

Next section:
SMILES | ERK EGF inh
CC(C)c1ccc(N2C=Nc3ccc(C(C)C)cc3C2)cc1 | -1%[57.5 µM]
C[C@@H]1CCN=C(N)S1 | 0%
O=c1oc2cc([N+](=O)[O-])ccc2nc1/C=C(O)/C=C/c1ccccc1 | 2%[57.5 µM]
FC(F)(F)c1cccc(NC(=S)NCC2COc3ccccc3O2)c1 (stereo unspecified) | 1%
COc1cc(SC)ccc1C(=O)Nc1ccc2c(c1)OCO2 | -4%
[O-]/C(=C(\C(=S)Nc1cccc2ccccc12)[n+]1cccc(CO)c1)c1ccc(Cl)s1 | -4%
CCOc1cccc(/C=N/NC(=O)CC2C(=O)NN=C2C)c1O (stereo unspecified) | 11%[57.5 µM]
COc1ccc(/C(C)=N/NC(=O)CCC(=O)Nc2ccc(Cl)cc2Cl)c(OC)c1 | 6%
O=C(/C=C/c1ccco1)NCCCN1CCN(CCCNC(=O)/C=C/c2ccco2)CC1 | 2%
COCCn1cnc2c1c(=O)n(CC(=O)OCC#N)c(=O)n2Cc1ccccc1 | -11%
C=CCNC(=O)COC(=O)c1cc(S(=O)(=O)N2CCCCC2)ccc1Cl | -2%
CN1CCCCCC1C(=O)N1CCC(N2CCC(C(=O)N3CCOCC3)CC2)CC1 (stereo unspecified) | 4%[57.5 µM]
COCCCn1c(SCc2nnc(-c3ccc(OC)c(OC)c3)o2)nnc1-c1ccncc1 | 0%
COc1ccc([C@@H]2[C@@H](C(=O)C(C)(C)C)N3N=Cc4ccccc4[C@@H]3C23C(=O)OC(C)(C)OC3=O)cc1OC | 1%
CN1CCc2c(n(CC(O)CN(CCO)CCO)c3ccccc23)C1=O (stereo unspecified) | -2%[57.5 µM]
CC(=O)N(c1ccc(C)cc1)S(=O)(=O)c1ccc(Cl)cc1 | -5%
COc1ccccc1OCC#CCn1ccnc1 | -6%
S=C1NCN(C2CCCCC2)CN1c1ccccc1 | -12%[57.5 µM]
COc1ccc(-c2nc3ccccn3c2CN2CCN(c3ccccc3F)CC2)cc1 | -11%
O=C(N/N=C/c1sc2ccccc2c1O)c1ccccc1 | ?
COc1ccc(C(=O)Nc2nc3cc4c(cc3s2)OCO4)c(OC)c1 | 5%[57.5 µM]
CC(=O)c1ccccc1N(C(=O)Cn1nnc2ccccc21)C(C(=O)NCC1CCCO1)c1ccc(N2CCOCC2)cc1 (stereo unspecified) | 6%
O=C(N/N=C/c1ccc2c(c1)OCO2)c1cc(-c2ccccc2Cl)nc2ccccc12 | 6%
Clc1ccccc1/C=N/NC1=Nc2cccc3cccc1c23 | 0%
CN1CCCNc2nc3ccccc3nc21 | 2%[57.5 µM]
Cc1cccc2nc(COc3ccc(Cl)c4cccnc34)cn12 | 7%
CN(C)C(=O)Nc1ccc(Cl)c(Cl)c1 | 21%
CCN=C1SC(CC(=O)Nc2ccc3c(c2)OCO3)C(=O)N1CC (stereo unspecified) | -6%
O=c1[nH]ncn1-c1ccccc1 | -14%
CN1c2ccc(Cl)cc2C(=O)NC1C1CC=CCC1 (stereo unspecified) | -5%[57.5 µM]
CC(C)(C)c1ccc(C(=O)Nc2ccc(S(N)(=O)=O)cc2)cc1 | 6%[57.5 µM]
Cc1ncc([N+](=O)[O-])n1CCOC(=O)c1ccc(Br)cc1 | -7%
CCOC(=O)C1(CCCc2ccccc2)CCN(C2CCSCC2)CC1 | -14%
CCn1c(C)nc2cc(C(=O)N/N=C/c3ccccc3)ccc21 | 8%
COc1ccc(Br)cc1S(=O)(=O)NCc1ccccc1 | 0%
COc1cccc(-c2ccc(C#N)c(SCC(=O)NCCc3ccc(Cl)cc3)n2)c1 | 1%
O=S(=O)(c1cnc(Cl)c(Cl)c1)N1CCCc2ccccc21 | ?
Cn1c(=O)c2c(c3ccccc31)OC(=O)CC2c1cccnc1 (stereo unspecified) | 12%
CCN(CC)C(C)CN1c2ccccc2Sc2ccccc21 (stereo unspecified) | ?
CCN1C(=O)/C(=C2/Sc3ccccc3N2CCCS(=O)(=O)O)SC1=S | -6%
COc1cc(/C=C2/C(=O)NN(c3ccc(Cl)cc3)C2=O)ccc1OC(=O)c1ccco1 | 16%
CCC(=O)N(CCc1ccc(S(N)(=O)=O)cc1)C1CC(=O)N(c2ccc(OC)cc2)C1=O (stereo unspecified) | 3%
O/N=C\c1cccn1-c1nccs1 | 4%
Cc1cccc(CS(=O)(=O)Cc2ccc(C(=O)NCc3cccs3)o2)c1 | -3%
CCOc1cc(N2CCOCC2)c(OCC)cc1NC(=O)Cc1ccccc1 | -1%[57.5 µM]
O=C(CSc1nnc(-c2ccccc2Cl)o1)Nc1ccc2c(c1)OCCO2 | 4%
CCCn1c(=O)[nH]c(=O)c2[nH]cnc21 | 2%&13%
CC(C)C1Nc2c(C(=O)O)cccc2C(Nc2ccccc2C(=O)O)C1(C)C (stereo unspecified) | 2%
O=C(O)Cc1coc2ccc3ccccc3c12 | -5%
CC(=O)NCc1ccc(S(=O)(=O)NC2CCN(Cc3ccccc3)CC2)cc1 | -11%[57.5 µM]

The results go on.
SMILES | ERK EGF inh
O=C(NCc1ccco1)C1CCCN1C(=O)Nc1cccc(Cl)c1 (stereo unspecified) | -3%
Cc1c(C(N)=O)cc([N+](=O)[O-])cc1[N+](=O)[O-] | -9%
C(#CCN1CCOCC1)COC(c1ccccc1)c1ccccc1 | 3%
NC(Cc1cc(I)c(Oc2ccc(O)c(I)c2)c(I)c1)C(=O)O (stereo unspecified) | 6%
CC1Cc2nc(SCC(=O)NCc3ccco3)n(-c3ccccc3)c(=O)c2S1 (stereo unspecified) | 1%
CCc1ccc(C(=O)/C=C/NCc2ccc(F)cc2)cc1 | 6%
c1ccc2[nH]c(SCC3CCCCO3)nc2c1 (stereo unspecified) | 17%
Cc1cc2sc(C(=O)O)c(C)c2s1 | 2%
O=C(COc1ccc(Cl)cc1)Nc1cc(S(=O)(=O)N2CCCCC2)ccc1N1CCCCC1 | 2%
CC(=O)Oc1cc2c3c(c1)/C(=C1/SC(=S)NC1=O)C(=O)N3C(C)(C)C=C2C | ?
CCCCNc1ccc(C(CC(N)=O)NC(=O)Cc2cccc3ccccc23)cc1[N+](=O)[O-] (stereo unspecified) | 15%[57.5 µM]
CCOc1ccc(NS(=O)(=O)c2ccc(C)c(C(=O)NCCCn3ccnc3)c2)cc1 | ?
CCn1nc(C)c(CN2CCc3c([nH]c4ccccc34)C2c2ccc(F)c(OC)c2)c1C (stereo unspecified) | -5%
O=C(NCC(c1ccc(F)cc1)N1CCOCC1)c1ccccc1F (stereo unspecified) | -6%[57.5 µM]
Cc1csc(SCC(=O)Nc2sccc2C#N)n1 | -2%
O=C(N/C(=C/c1cccs1)C(=O)N1CCOCC1)c1ccco1 | 6%
Cc1c(NC(=O)CN2CCN(c3ccc(O)cc3)CC2)c(=O)n(-c2ccccc2)n1C | -3%
Cc1oc(-c2ccccc2Cl)nc1CN1CCCCC1c1cccnc1 (stereo unspecified) | 3%

High-throughput results deposited in PubChem by National Center for Advancing Translational Sciences (NCATS).
